# Screening results: PubChem, several laboratories
# TWEAK Fn14 block: blocks TWEAK-Fn14 interaction in a reporter cell assay; TWEAK-stimulated Fn14 reporter cells, luciferase luminescence, 8 h; inhibition, % at 10 µM; 2% of 360,000 active; in the data active means inhibition above about 50%
# NR5A2 inv ag: inverse agonists of human LRH-1 (NR5A2). O00482. HEK293T StAR-luciferase reporter, LRH-1 transfected, 24 h. inhibition, % at 3.6 µM. 0.13% of 360,000 active. AID 602396;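 active means inhibition above the mean inhibition of all tested compounds plus 3 SD, cut at about 73% in these data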;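 further: 0% = DMSO wells and 100% = reporter-only cells lacking LRH-1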
# Target sequence (O00482 whole entry, looked up): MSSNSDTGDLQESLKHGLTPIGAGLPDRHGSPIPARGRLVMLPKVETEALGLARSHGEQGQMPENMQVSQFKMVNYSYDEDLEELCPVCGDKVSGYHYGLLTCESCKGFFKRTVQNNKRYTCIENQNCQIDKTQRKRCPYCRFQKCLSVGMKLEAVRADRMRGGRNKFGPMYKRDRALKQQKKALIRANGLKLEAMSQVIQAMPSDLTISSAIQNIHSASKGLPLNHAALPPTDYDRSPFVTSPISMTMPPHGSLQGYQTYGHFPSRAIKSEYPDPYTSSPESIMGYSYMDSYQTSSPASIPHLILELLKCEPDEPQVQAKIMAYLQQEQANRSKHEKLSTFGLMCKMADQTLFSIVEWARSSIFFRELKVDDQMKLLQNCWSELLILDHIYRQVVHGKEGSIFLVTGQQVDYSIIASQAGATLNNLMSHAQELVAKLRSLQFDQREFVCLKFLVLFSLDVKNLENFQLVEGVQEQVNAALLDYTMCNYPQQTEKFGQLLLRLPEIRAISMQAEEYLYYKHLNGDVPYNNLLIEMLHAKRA
# CF NFkB inh: inhibitors of cystic fibrosis induced NF-kB; 0.86% of 360,000 active; KKLEB NF-kB-GFP reporter, PAF-induced, GFP fluorescence overnight; inhibition, % at 5 µM;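 active means at least 50% inhibition at 5 µM, scaled per plate between neutral and stimulator controls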;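 further: PAF is a Pseudomonas aeruginosa culture filtrate used as stimulus; plate controls were PAF-stimulated DMSO wells for no effect and unstimulated DMSO wells for full effect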
# LMP1 NFkB inh: reduces LMP1-driven NF-kappaB luciferase signal | LMP1-induced NF-kappaB luciferase reporter cells, luminescence | inhibition, % at 12.5 µM | 0.69% of 350,000 active | AID 504558; in the data active means inhibition above about 41%;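 further: 0% = neutral control wells and 100% = reference inhibitor control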
# NCOA3 inh: human NCOA3 inhibition. HEK293 GAL4-SRC3 luciferase reporter, luminescence. 0.17% of 360,000 active. AID 588352. inhibition, % at 3.6 µM;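 active means inhibition above a per-campaign cutoff, the mean of all compounds plus 3 SD, cut at about 60% in these data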;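 further: 0% = DMSO-treated cells and 100% = gossypol-treated cells at 36 µM; higher means less SRC3-driven luciferase light from the GAL4 reporter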
# COUP-TFII inh: NR2F2 (human) inhibition, primary screen; AID 686940; inhibition, % at 8.6 µM; 0.7% of 370,000 active; P24468; HEK293T NGFI-A luciferase reporter, luminescence;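 active means inhibition above a per-plate cutoff, mean inhibition of test wells between control levels plus 3 SD, cut at about 38% in these data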;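 further: cells cotransfected with COUP-TFII expression vector driving the NGFI-A reporter; 0% = median of COUP-TF2 test wells and 100% = reporter-only cells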
# Target sequence (P24468 whole entry, looked up): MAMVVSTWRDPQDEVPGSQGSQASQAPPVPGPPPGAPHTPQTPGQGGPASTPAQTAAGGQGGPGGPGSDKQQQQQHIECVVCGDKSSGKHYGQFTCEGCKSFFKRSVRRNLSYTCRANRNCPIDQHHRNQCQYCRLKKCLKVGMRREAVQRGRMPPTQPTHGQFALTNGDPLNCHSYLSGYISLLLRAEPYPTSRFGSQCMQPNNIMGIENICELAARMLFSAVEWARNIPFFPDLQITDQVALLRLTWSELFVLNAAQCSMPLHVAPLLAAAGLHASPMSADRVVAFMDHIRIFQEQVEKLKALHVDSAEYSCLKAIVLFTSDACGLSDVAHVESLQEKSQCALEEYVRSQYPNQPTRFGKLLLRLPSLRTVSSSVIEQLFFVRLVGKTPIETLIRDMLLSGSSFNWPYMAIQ
# TROY NFkB inh: TROY signaling inhibition | Q293 LMP1-TROYcd NF-kB luciferase reporter, 4 h | inhibition, % at 10 µM | 0.98% of 360,000 active | AID 1347056;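 active means compounds whose plate-normalised and pattern-corrected inhibition of the luciferase reporter signal at the single screening dose is 50% or more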
# SRC1 inh: inhibitors of human steroid receptor coactivator 1 (SRC1); Q15788; HEK293 GAL4-SRC1 luciferase reporter, luminescence; inhibition, % at 3.6 µM; 0.12% of 360,000 active; AID 588354;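 active means inhibition above the campaign mean plus 3 SD, with each screening campaign given its own cutoff, cut at about 60% in these data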;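 further: 0% = DMSO treated cells and 100% = gossypol at 36 µM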
# Shn3 inh set2: reduces Shn3 3'UTR luciferase signal in osteoblasts. inhibition, % at 12.5 µM. Clone20 osteoblast Shn3 3'UTR firefly luciferase, 24 h. 0.52% of 360,000 active;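 active means mean inhibition of at least 75% with every replicate also reaching 75%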;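 further: 0% = median of neutral control wells and 100% = pilot-screen positive control compound; some compounds past the cut are filed as inactive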
# C8 TRAIL sens: caspase-8 TRAIL sensitization | AID 624354 | NB7+C8 cells + TRAIL, ATPlite viability luminescence | inhibition (viability loss, TRAIL sensitization), % at 10 µM | 1% of 360,000 active;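 active means compounds causing at least 50% loss of cell viability in the single-dose screen, relative to plate controls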
# KKLEB tox: counter-screen for CF NF-kB inhibitors: cytotoxicity. KKLEB CF airway cells viability, ATPlite luminescence, overnight; stronger effect = lower value; cells stimulated with P. aeruginosa culture filtrate. activity change (cytotoxicity), % at 5 µM. 0.36% of 360,000 active;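 active means corrected activity change at or below -50% at 5 µM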
# * hit, by the source's call; nt = no result given.
SMILES,TWEAK Fn14 block,NR5A2 inv ag,CF NFkB inh,LMP1 NFkB inh,NCOA3 inh,COUP-TFII inh,TROY NFkB inh,SRC1 inh,Shn3 inh set2,C8 TRAIL sens,KKLEB tox
CCOC(=O)C1(C(F)(F)F)N=C(c2cccnc2)OC(N2CCCCC2)=N1 (stereo not drawn),3,-3,-3,-3,-29,3,-16,-8,-21,-1,7
COc1cccc(C=Nc2ccc(N3CCOCC3)cc2)c1O,7,4,5,1,4,21,11,8,9,5,4
C=CCNC(=O)C(=O)NCCOc1ccccc1Cl,-13,-24,18,8,-9,-12,-25,-17,6,0,2
COc1ccc(S(=O)(=O)NCCCCOc2ccc(Cl)cc2)cc1,6,8,-12,3,7,8,32,-34,68,4,2
Cc1cc(N2CCN(C)CC2)nc2ccc(NC(=O)CCC(=O)NCCCOC(C)C)cc12,4,-10,-17,4,-1,-5,-8,4,6,7,8
CC(=O)NCCC(=O)Nc1cc(S(=O)(=O)N2CCOCC2)ccc1Oc1ccc(F)cc1,3,9,-10,0,2,4,-5,-14,7,-17,4
COc1ccc(-n2nnnc2-c2nc3ccccc3s2)cc1,74*,-40,2,-1,-1,7,73*,-8,-10,64*,-25
COc1ccc(CNC(=O)CSc2nnc3c(Cl)cc(C(F)(F)F)cn23)cc1OC,5,-8,13,0,14,8,3,4,-18,-1,-9
O=[N+]([O-])c1ccc2c(c1)C(N1CCOCC1)/C(=C/C1(O)CCCCC1)O2 (stereo not drawn),-6,21,-7,6,16,5,5,3,-20,-17,-14
CS(=O)(=O)c1ccc(Cl)c(NC(=O)CSc2nc3ccccc3c(=O)n2CCCN2CCOCC2)c1,-1,10,0,5,7,-2,18,0,16,2,-1
CCOc1ccc2nc(NC(NC(C)=O)(C(=O)OC)C(F)(F)F)sc2c1 (stereo not drawn),-21,9,1,0,-36,15,7,-25,-1,6,-5
COc1cc(NC(C)CCc2ccccc2)cc(OC)c1OC (stereo not drawn),-4,-9,12,10,0,16,6,-17,39,4,5
N#C/C=C1/NC(=O)c2ccccc2S1,-13,2,6,10,2,-10,-6,5,10,-7,6
Nc1nc2c(ccc3ccccc32)s1,-22,-27,-18,1,-11,-13,-4,-13,-47,-11,4
CCNC(=O)C1(C)CCCN(C(=O)c2ccc(F)c(C)c2)C1 (stereo not drawn),-5,-17,-16,nt,-43,10,7,-5,-1,8,6
O=c1ccc(Oc2nc(N3CCCCC3)nc(N3CCCCC3)n2)n[nH]1,17,17,-12,-2,20,9,-14,5,-5,-1,1
CCCCn1c(SCC(=O)N2CCN(c3ccccc3)CC2)nc2ccsc2c1=O,1,6,28,23,0,nt,15,-5,13,6,-13
COc1ccc(C(c2nnnn2Cc2ccccc2)N2CCN(c3nc4ccccc4s3)CC2)cc1 (stereo not drawn),24,14,10,6,12,1,-5,3,31,7,2
COc1cccc(/C=N/Nc2nccnc2Cl)c1O,65*,32,-9,72*,44,-60,46,8,86*,72*,0
COc1cc(C(=O)N/N=C/c2sccc2C)cc(OC)c1OC,17,26,52*,-2,25,-53,13,-15,22,6,-10
Cc1ccc(S(=O)(=O)CCC(=O)Nc2nc3c(s2)CCCC3)cc1,-5,-3,9,1,6,-9,12,-3,6,7,1
CC1CCN(c2oc(-c3ccco3)nc2S(=O)(=O)c2ccccc2)CC1,-3,-10,24,1,12,5,3,14,7,6,-5
CCCCN1C=C(C(=O)OC)C(c2ccccc2C(F)(F)F)C(C(=O)OC)=C1,10,-12,5,-3,10,11,-4,3,-12,-2,-6
O=c1c2ccccc2oc2ccc(NCCCN3CCOCC3)cc12,-22,-126,4,-15,-67,-30,-51,-90,-80,14,6

# Looked up above:
# Under CF NFkB inh, COc1cccc(/C=N/Nc2nccnc2Cl)c1O has -9
# Under Shn3 inh set2, O=c1c2ccccc2oc2ccc(NCCCN3CCOCC3)cc12 has -80

# (next part)
SMILES,TWEAK Fn14 block,NR5A2 inv ag,CF NFkB inh,LMP1 NFkB inh,NCOA3 inh,COUP-TFII inh,TROY NFkB inh,SRC1 inh,Shn3 inh set2,C8 TRAIL sens,KKLEB tox
C=CCNC(=O)c1cnc2n(c1=O)CCS2,-1,3,-7,-3,-3,12,1,-13,1,-15,-1
CCCNS(=O)(=O)c1ccc(CCC(=O)N2CCCC2)cc1,14,-2,2,0,11,-1,2,2,-14,5,6
O=C(Cc1cn2ccsc2n1)Nc1ccccn1,-1,-5,-1,7,2,10,14,-6,-20,5,-1
Cc1cc2ccccc2n2c(SCC(=O)NCc3cccs3)nnc12,2,-11,-5,-1,25,12,7,-19,3,12,-7
O=[N+]([O-])c1cccc(/C=C/c2ccccn2)c1,-7,-35,-4,-13,-81,-7,-34,-55,-51,-14,1
CCCCn1c(CNC(=O)C23CC4CC(CC(C4)C2)C3)nnc1SCC(=O)Nc1nnc(C)s1,-1,-14,30,-4,10,-3,-7,4,5,-8,-24
Cc1ccccc1NC(=O)COC(=O)c1ccc2nc(C)c(C)nc2c1,-8,2,0,-1,1,7,-8,-19,-55,-4,6
Cc1ccc2cc3cc(C(=O)NC4CCCCC4)oc3nc2c1,-16,-3,-21,-21,-52,-10,-33,-34,-47,27,-2
O=C(Nc1ccc2c(c1)OCCO2)c1ccc(Cl)c(S(=O)(=O)N2CCCCC2)c1,57*,-6,18,16,17,12,54*,-44,27,0,-12
O=C(NC1CCCCC1)C(c1cccnc1)N(C(=O)c1csnn1)c1ccc(F)cc1 (stereo not drawn),33,8,-9,5,-25,6,-8,20,16,15,3
CC(C)C(NC(=O)c1c(F)cccc1F)C(=O)N1CCN(S(=O)(=O)c2ccc(F)cc2)CC1 (stereo not drawn),9,1,6,0,-11,5,6,0,-11,-15,-7
O=C(NCCNc1ccccc1[N+](=O)[O-])c1ccccc1F,-13,-70,12,-25,-58,-33,-45,-99,-86,-1,-5

# Ordered by number of heavy atoms (highest first): part of the list above.
SMILES,TWEAK Fn14 block,NR5A2 inv ag,CF NFkB inh,LMP1 NFkB inh,NCOA3 inh,COUP-TFII inh,TROY NFkB inh,SRC1 inh,Shn3 inh set2,C8 TRAIL sens,KKLEB tox
CCCCn1c(CNC(=O)C23CC4CC(CC(C4)C2)C3)nnc1SCC(=O)Nc1nnc(C)s1,-1,-14,30,-4,10,-3,-7,4,5,-8,-24
CC(C)C(NC(=O)c1c(F)cccc1F)C(=O)N1CCN(S(=O)(=O)c2ccc(F)cc2)CC1 (stereo not drawn),9,1,6,0,-11,5,6,0,-11,-15,-7
O=C(NC1CCCCC1)C(c1cccnc1)N(C(=O)c1csnn1)c1ccc(F)cc1 (stereo not drawn),33,8,-9,5,-25,6,-8,20,16,15,3
O=C(Nc1ccc2c(c1)OCCO2)c1ccc(Cl)c(S(=O)(=O)N2CCCCC2)c1,57*,-6,18,16,17,12,54*,-44,27,0,-12
CCCCN1C=C(C(=O)OC)C(c2ccccc2C(F)(F)F)C(C(=O)OC)=C1,10,-12,5,-3,10,11,-4,3,-12,-2,-6
Cc1ccccc1NC(=O)COC(=O)c1ccc2nc(C)c(C)nc2c1,-8,2,0,-1,1,7,-8,-19,-55,-4,6
O=c1c2ccccc2oc2ccc(NCCCN3CCOCC3)cc12,-22,-126,4,-15,-67,-30,-51,-90,-80,14,6
Cc1ccc(S(=O)(=O)CCC(=O)Nc2nc3c(s2)CCCC3)cc1,-5,-3,9,1,6,-9,12,-3,6,7,1
Cc1ccc2cc3cc(C(=O)NC4CCCCC4)oc3nc2c1,-16,-3,-21,-21,-52,-10,-33,-34,-47,27,-2
CCCNS(=O)(=O)c1ccc(CCC(=O)N2CCCC2)cc1,14,-2,2,0,11,-1,2,2,-14,5,6
O=C(Cc1cn2ccsc2n1)Nc1ccccn1,-1,-5,-1,7,2,10,14,-6,-20,5,-1
O=[N+]([O-])c1cccc(/C=C/c2ccccn2)c1,-7,-35,-4,-13,-81,-7,-34,-55,-51,-14,1
C=CCNC(=O)c1cnc2n(c1=O)CCS2,-1,3,-7,-3,-3,12,1,-13,1,-15,-1

# New compounds follow:
SMILES,TWEAK Fn14 block,NR5A2 inv ag,CF NFkB inh,LMP1 NFkB inh,NCOA3 inh,COUP-TFII inh,TROY NFkB inh,SRC1 inh,Shn3 inh set2,C8 TRAIL sens,KKLEB tox
Cc1nn(-c2cccc(Cl)c2)c2nc(C(F)(F)F)[nH]c(=O)c12,29,11,54*,14,6,-4,30,1,-15,6,-1
Cn1c(=O)c2c(-c3ccccc3)n(-c3ccccc3Br)cc2n(C)c1=O,5,4,18,nt,-1,28,10,23,15,-1,-1
Nc1nc(-c2ccccc2)nc2sc3c(c12)CCCC3,25,-128,-3,-49,-108,-88,-42,-134,-29,76*,-43
Cc1ccc(N(C(=O)CCCC(=O)Nc2ccccn2)C(C(=O)NC2CCCC2)c2ccc(O)cc2)cc1C (stereo not drawn),11,-11,5,-4,1,1,-1,14,1,15,-2
Cc1cccc(N(Cc2cc3cc(C)ccc3[nH]c2=O)C(=O)c2cccs2)c1,-20,-11,9,4,26,22,16,12,8,-2,-4
CSc1ccc(-c2nc3cnccn3c2Nc2ccc3c(c2)OCO3)cc1,16,24,18,-9,7,nt,-31,10,62,4,-17
COc1ccc(CNC(=O)c2c(N)n(CCCN3CCOCC3)c3nc4ccccc4nc23)cc1,22,18,-20,-5,12,19,0,4,-12,21,-6
O=C(OCc1cccc([N+](=O)[O-])c1)c1ccc[nH]c1=O,25,21,-6,0,-2,-13,23,-6,0,1,0
CN(C)c1ccc(/C=N/N=C(N)N)cc1[N+](=O)[O-],-9,17,-15,34,27,-5,-5,19,-1,4,-5
O=c1c2ccccc2c(/C=N/n2cnnc2)c(O)n1-c1ccccc1F,-5,-1,9,2,-3,12,2,-3,-5,-1,-3
COc1cc(C(=O)Nc2ccc(C(=O)c3ccncc3)cc2)cc(OC)c1OC,-1,5,-8,6,17,10,3,-6,-3,10,9
COc1ccc(C(=O)NC2CC2)cc1OC1CCN(Cc2cnn(C)c2)CC1,5,2,-28,-2,4,1,25,-9,0,-23,8
CCOc1ccccc1C(=O)N1CCC(n2nnc3cc(C(F)(F)F)ccc32)CC1,14,4,0,3,-6,21,17,-3,11,3,-3
CCOC(=O)c1cnc(Nc2nc3ccccc3o2)nc1CSC(=S)N1CCCCC1,8,-3,-1,-2,-25,-2,11,-31,38,-6,2
CCOC(=O)c1[nH]c2ccccc2c1NC(=O)c1ccc(S(=O)(=O)N(C)C)cc1,13,-17,-14,-10,-19,15,2,8,-3,6,0
COc1cccc(/C=N/Nc2cc(-n3nc(C)cc3-c3ccccc3)ncn2)c1O,61*,1,48,4,39,-8,26,5,90*,49,-19
CCn1c(Cc2ccccc2)nnc1SCc1ccc([N+](=O)[O-])cc1,-8,6,10,15,12,-2,1,-43,-5,0,-9
CCN(CC)CCOc1ncnc2c1oc1ccccc12,-12,3,4,-15,4,-14,5,5,-7,-8,16

# These rows are one share of the data (hit frequency here may not be typical).
